AddAB inh: growth inhibition of E. coli expressing H. pylori AddAB, primary screen, AddAB inhibitor project, absorbance; inhibition, % at 11.9 µM; actives 0.29% (n = 330,000); AID 435030, 2010; in the data active = inhibition above about 12%;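 note: 0% = vehicle wells of infected cells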
Rtt109 HAT inh: inhibitors of C. albicans Rtt109/Vps75 HAT, primary screen, biochemical, ThioGlo CoA-SH fluorescence, plate reader | Histone acetyltransferase RTT109 (Candida albicans (strain SC5314 / ATCC MYA-2876)), … | purified Rtt109/Vps75, 4 h | actives 0.16% (n = 330,000) | AID 540336, 2011 | inhibition, % at 34.9 µM;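 active = inhibition of at least 50% in every replicate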
Target sequence (Q5AAJ8 whole entry, looked up): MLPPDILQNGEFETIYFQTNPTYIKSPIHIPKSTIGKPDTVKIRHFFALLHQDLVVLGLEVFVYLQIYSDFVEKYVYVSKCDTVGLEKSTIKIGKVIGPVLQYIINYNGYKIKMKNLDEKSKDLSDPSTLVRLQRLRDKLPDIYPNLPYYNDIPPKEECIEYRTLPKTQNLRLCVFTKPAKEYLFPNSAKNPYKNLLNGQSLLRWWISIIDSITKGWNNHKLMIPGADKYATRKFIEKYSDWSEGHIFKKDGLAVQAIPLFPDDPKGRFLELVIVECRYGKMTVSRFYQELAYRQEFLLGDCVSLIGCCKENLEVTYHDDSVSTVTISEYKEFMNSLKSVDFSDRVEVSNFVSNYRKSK
Ecoli viability: E. coli V3065 growth inhibition, primary screen, counter-screen for AddAB inhibitor project, absorbance, OD600; 18 h; inhibition, % at 11.9 µM; actives 0.27% (n = 330,000);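 active = inhibition above the campaign's mean inhibition across all tested compounds plus 3 SD, cut at about 9.9% in these data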;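 note: uninfected addAB+ strain grown without phage in ampicillin broth; 0% = DMSO wells and 100% = ciprofloxacin 0.95 µg/ml wells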
PfHsp90 set2: growth inhibition of PfHsp90-expressing yeast, primary screen, antimalarial PfHsp90 inhibitor project, S. cerevisiae, BacTiter-Glo luminescence, single point, set 2 | BacTiter-Glo ATP, 48 h; yeast lacking PDR1 and PDR3 efflux regulators | inhibition, % at 9.4 µM | actives 0.32% (n = 310,000);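 active = every replicate shows inhibition above about 80%, whatever the replicate mean, limit read from the data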;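 note: 0% = DMSO neutral controls and 100% = 20 µM radicicol positive controls; yeast relying on Plasmodium falciparum Hsp90 in place of its own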
Wnt bcat act: Wnt/beta-catenin pathway activators, primary screen, cell-based, plate reader, single point; actives 1.2% (n = 300,000); Wnt/beta-catenin reporter cell assay, activator; activation, % at 9.35 µM; in the data active = activation above about 30%, passing the limit was not always enough;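 note: 0% = neutral control wells and 100% = positive control wells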
CAL PDZ FP: CAL PDZ peptide-binding inhibitors, primary screen, biochemical, fluorescence polarization, Cer-tagged CAL PDZ, HTS; Golgi-associated PDZ and coiled-coil motif-containing protein (Homo sapiens), Q9HD26; purified CAL PDZ, TMR-peptide fluorescence polarization, 1 h; inhibition, % at 20 µM; actives 0.02% (n = 330,000);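 active = highest replicate inhibition of at least 40%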;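 note: plate controls were DMSO neutral control wells for no effect and unlabeled competitor peptide control wells for full effect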
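System: tagged CAL PDZ domain. Schedule: 1 h room-temperature incubation prior to read. Signal: fluorescence polarization (mP). Measure: percent inhibition from loss of millipolarization.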
PvdQ inh: P. aeruginosa PvdQ acylase inhibitors, primary screen, biochemical, fluorescence, plate reader and imaging, single point; purified PvdQ acylase; inhibition, % at 10 µM; PvdQ acylase [Pseudomonas aeruginosa LESB58]; AID 488965, 2010; actives 0.063% (n = 340,000); in the data active = inhibition above about 30%, passing the limit was not always enough;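 note: 0% = vehicle neutral wells and 100% = reference inhibitor wells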
Tat transport: E. coli Tat export inhibitors, primary screen, MC4100, TorA-mCherry reporter, fluorescence, single point. inhibition, % at 10 µM. actives 0.036% (n = 340,000);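 active = mean replicate inhibition at least 50% and at least half of replicates individually reaching 50%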;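 note: exported cargo escapes ClpAP degradation while cytoplasmic cargo is degraded and loses fluorescence; 0% = median of neutral control wells and 100% = median of NaSCN control wells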
DAGLB inh: DAGLB lipase inhibitors, primary screen, biochemical, fluorescence, HTS; inhibition, % at 5.17 µM; actives 0.059% (n = 340,000); Diacylglycerol lipase-beta (Homo sapiens), Q8NCG7; AID 504411, 2011; HEK293T DAGLB membrane lysate, EnzChek fluorogenic substrate; in the data active = inhibition above about 34%;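 note: 0% = enzyme with vehicle and 100% = wells lacking enzyme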
Target sequence (Q8NCG7 whole entry, looked up): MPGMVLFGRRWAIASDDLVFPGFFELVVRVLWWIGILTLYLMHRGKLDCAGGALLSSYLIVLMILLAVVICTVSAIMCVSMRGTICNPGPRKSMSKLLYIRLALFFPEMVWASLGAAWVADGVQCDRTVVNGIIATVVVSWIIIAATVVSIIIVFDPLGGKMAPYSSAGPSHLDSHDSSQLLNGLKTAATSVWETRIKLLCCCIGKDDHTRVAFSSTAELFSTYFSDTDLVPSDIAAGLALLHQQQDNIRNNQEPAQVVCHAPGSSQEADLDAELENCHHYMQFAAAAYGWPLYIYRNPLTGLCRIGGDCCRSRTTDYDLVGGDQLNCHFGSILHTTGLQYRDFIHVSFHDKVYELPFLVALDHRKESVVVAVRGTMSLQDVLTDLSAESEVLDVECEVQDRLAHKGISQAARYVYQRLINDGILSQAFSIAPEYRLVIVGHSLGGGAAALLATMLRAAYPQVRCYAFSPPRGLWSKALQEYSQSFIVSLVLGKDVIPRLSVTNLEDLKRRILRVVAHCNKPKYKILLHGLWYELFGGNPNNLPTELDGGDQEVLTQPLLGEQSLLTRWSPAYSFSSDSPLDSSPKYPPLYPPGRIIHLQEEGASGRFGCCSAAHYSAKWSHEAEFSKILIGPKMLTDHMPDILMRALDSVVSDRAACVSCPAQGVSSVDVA
phage Ecoli inh: growth loss of phage-infected E. coli, primary screen, RecBCD inhibitor project, absorbance, with phage, HTS; inhibition, % at 11.9 µM; AID 651602, 2012; actives 0.26% (n = 360,000); in the data active = inhibition above about 11%
Active calls of the source: *; / = no result given.

SMILES	AddAB inh	Rtt109 HAT inh	Ecoli viability	PfHsp90 set2	Wnt bcat act	CAL PDZ FP	PvdQ inh	Tat transport	DAGLB inh	phage Ecoli inh
CCOc1ccccc1N(CC(=O)Nc1ccc(OC)c(OC)c1)S(=O)(=O)c1ccccc1	-0.7	8	1.7	-6	6	0.2	10	0	0	1.8
O=C(CSC(=S)N1CCN(c2ccccc2)CC1)Nc1nc(-c2ccccc2)c(-c2ccccc2)o1	-1.4	/	2.5	-1	-1	-1.4	-8	4	-1	3.4
O=[N+]([O-])c1ccc(-c2cn3ccccc3n2)cc1	1.9	/	3.2	/	35*	/	/	/	/	2.0
COC(=O)[C@]1(C)N[C@H](CN(C)S(=O)(=O)c2ccc(OC)cc2)[C@@H]2C(=O)N(C)C(=O)[C@@H]21	3.5	-8	0.7	11	0	0.1	-6	-1	-4	-0.6
O=[N+]([O-])c1ccc(S(=O)(=O)N2CCN(c3ccnc4cc(Cl)ccc34)CC2)cc1	1.2	-4	2.7	-2	-2	0.2	-3	-4	3	-1.3
O=C(CSCc1ccccc1)N1CCN(c2ccc(F)cc2)CC1	4.4	1	-1.8	7	/	-2.4	-10	3	-2	-0.1
Cc1oc(-c2ccccc2F)nc1CN1CCC(C(=O)NC2CCCc3ccccc32)CC1 (stereo not given)	0.0	6	-1.4	/	-6	-0.4	-10	-1	0	0.1
CCN(CC)S(=O)(=O)c1ccc(-c2csc(C)n2)s1	-1.2	-1	1.5	5	1	0.1	16	-8	-8	1.3
c1ccc(-c2n[nH]nc2-c2ccccc2)cc1	-0.2	-18	0.5	/	/	-0.7	-15	1	-4	-1.2
CCOc1ccc(N(CC(=O)NCC2CCCO2)S(=O)(=O)c2ccc(C)cc2)cc1 (stereo not given)	2.0	-1	-3.5	-92	-2	-0.9	-9	-1	-4	0.1
COc1ccc2[nH]c3c(=O)n(Cc4ccc(C(=O)N5CCCCCC5)cc4)c(=S)[nH]c3c2c1	2.1	-4	3.6	-6	0	-0.4	3	-13	0	0.9
COc1ccccc1-c1ccc(SCC(=O)NCc2ccc3c(c2)OCO3)nn1	-0.2	8	0.1	17	-1	-0.2	-5	-1	-1	3.8
C/C(=N\O)C(C)(C)Nc1cccc(Br)c1	1.5	12	-0.3	15	2	-1.2	-16	-4	-3	-1.5
CN(Cc1ccon1)Cc1cn(C)nc1-c1cccc(Cl)c1	5.0	-9	0.8	-3	0	0.5	-10	5	0	3.3
COc1cc(OC)cc(-c2c(-c3cccs3)c3cc(-c4cnc(OC)nc4)ccc3n2C)c1	-0.7	-1	1.5	1	-7	0.3	-4	-1	0	2.5
Cc1ccc(OCC(=O)Nc2ccc(Cl)cc2)c([N+](=O)[O-])n1	6.4	-14	2.6	5	41*	-0.2	-8	4	0	3.0
CCN(CC)CCCC(C)NC(=O)c1cc(=O)c2ccccc2o1 (stereo not given)	0.2	-14	-0.2	31	0	-0.8	-15	0	-3	1.8
CCC(O)(CC)C(=O)N/N=C/c1cc(Br)cc(Br)c1O	0.6	3	3.0	-19	-2	-2.5	-20	-1	3	9.1
FC(F)(F)c1cnc(Oc2cccc3ccccc23)c(Cl)c1	0.7	-6	-1.7	8	-1	-0.1	-12	5	-3	2.1
COc1cccc(NC(=O)CN2C(=O)NC(C)(C3CC3)C2=O)c1 (stereo not given)	-0.7	2	-0.9	16	-1	-0.7	3	7	-3	3.2
C/C=C\C=C/C(=O)Nc1cccc(C2=NOC3(C2)C[C@H](C(N)=O)N(C(=O)CC)C3)c1 (stereo not given in full)	1.6	5	0.5	-10	-2	-0.4	-3	-7	1	0.5
O=C(c1ccc(NS(=O)(=O)c2cccc(F)c2)cc1)N1CCCCC1	2.5	-7	1.4	-20	-2	-1.5	-19	2	2	-0.2
CCOC(=O)c1ccc(NC(=S)NN2CCN(C)CC2)cc1	-0.2	/	1.5	-13	-1	-3.2	-5	1	-2	1.9
O=C(Cc1coc2ccc3ccccc3c12)Nc1nccs1	0.4	4	-1.4	-46	3	/	1	10	-1	0.5
CCOC(=O)N1CCN(C(=O)c2ccc(S(=O)(=O)Nc3ccc(C)cc3)cc2)CC1	-0.2	1	2.0	20	-4	-0.4	5	-2	-1	3.6
COC(=O)c1ccccc1S(=O)(=O)N1CCC(C(=O)OCC(=O)NCC(F)(F)F)CC1	-0.1	1	0.0	/	0	-0.9	-16	-5	-1	-3.8
Cc1c(S(=O)(=O)c2ccccn2)c(N)n(Cc2ccccc2Cl)c1C	3.4	22	-0.8	6	-1	-1.6	-5	-1	0	-1.6
CN(/N=C/c1ccc(Cl)cc1Cl)c1ncc(Cl)cc1C(F)(F)F	0.5	-5	0.9	0	11	-0.3	-4	0	0	3.5
CCOCC(=O)Nc1cc(C(=O)OC)ccc1C(=O)OC	-0.5	-9	-0.6	-7	/	-0.4	-9	-5	-4	3.0
COc1cc(OC)cc(-c2c(-c3cccs3)c3cc(-c4ccc5cc[nH]c5c4)ccc3n2C)c1	-0.7	-3	-1.1	6	-13	0.8	-19	-7	0	2.5
COc1ccc(OC)c(-c2cc(C3CCN(c4ncccc4[N+](=O)[O-])CC3)[nH]n2)c1	-1.0	-9	-0.6	-31	-6	-1.0	-16	22	5	-1.2
CCSc1nc2c(c(=O)[nH]1)C(C(C)C)C(C#N)=C(N)O2 (stereo not given)	2.1	-2	3.1	9	1	0.1	-14	-3	2	1.4
CCN(CC(=O)Nc1ccc2c(c1)OCCO2)C(=O)c1ccccc1Br	0.2	7	1.7	/	11	-3.6	-6	-8	-2	-0.1
Cc1ccc(F)cc1NC(=O)CSc1nnc(CNC(=O)c2ccco2)n1C	0.9	2	-2.1	-1	1	-2.0	-13	3	5	5.3
O=C(CCCCC(=O)NCc1cccs1)NCc1cccs1	2.3	-7	-2.3	/	-1	-1.2	-8	-8	-2	1.5
Cc1ccc(CN2CCNC(=O)C2CC(=O)N(C)CCc2ccccc2)cc1 (stereo not given)	6.3	-9	-0.2	/	14	-2.4	-12	3	1	2.1
CCCCN(C(=O)Cc1ccc(S(=O)(=O)N2CCOCC2)s1)c1c(N)n(CC(C)C)c(=O)[nH]c1=O	/	/	/	-7	-1	-2.7	7	-2	-3	1.5
O=C(O)c1cccc(NC(=O)c2cccc(S(=O)(=O)N3CCc4ccccc43)c2)c1	1.9	7	-1.3	-9	-1	-1.2	-7	-9	3	0.8
O=c1[nH]c2ccc(NC(=S)NC3CCCCC3)cc2[nH]1	0.7	-1	0.6	-13	6	-0.1	-17	1	0	3.5
COc1ccccc1/C=C(\NC(=O)c1cccc(C)c1)C(=O)Nc1ccccn1	0.5	-2	-1.2	-7	0	-1.7	-15	-9	-1	4.8
CC1CCN(c2ccc(C(=O)NCc3cccs3)cn2)CC1	1.5	4	1.9	29	/	-0.6	-5	3	-4	1.2
Cc1cc(C)cc(NC(=O)COC(=O)c2n[nH]c3ccccc23)c1	1.9	-7	2.7	/	17	-1.0	-18	3	-4	0.1
COc1cc(CCC(=O)OCC(=O)N(CCC#N)c2ccccc2)cc(OC)c1OC	5.2	-6	2.8	13	-1	-2.5	-14	-5	0	4.6
COC(=O)C1(C(=O)OC)NOC2C(=O)N(c3ccccc3)C(=O)C21 (stereo not given)	0.6	4	0.9	-5	/	-1.8	1	3	2	-2.0
COc1ccc(CNS(=O)(=O)c2cc3c(cc2C)N(C)CCO3)cc1	1.3	10	0.6	-1	-5	0.6	-7	-18	-1	3.1
CCOc1ccc(NC(=O)C(CC(=O)O)Cc2ccc(C)cc2)cc1 (stereo not given)	/	9	/	13	1	0.0	-8	1	-1	0.0
CCc1ccc(OCC(=O)OCC(=O)NC2CCCC(C)C2C)cc1 (stereo not given)	-1.9	0	0.1	/	0	0.0	-20	2	-4	2.3
COC(=O)CNC(=O)C(C)NC(=O)OCc1ccccc1 (stereo not given)	1.1	-9	-1.0	-23	5	-1.4	-3	-11	1	-1.4
COc1ccc2c(c1)c(C(O)CN1CCN(Cc3ccc4c(c3)OCO4)CC1)c(C)n2C (stereo not given)	1.9	-5	-0.5	18	/	0.1	0	4	0	0.8
CCOC(=O)N1CCN(S(=O)(=O)CCNC(=O)c2ccc(OC)cc2)CC1	2.5	6	1.5	-17	-2	0.3	8	-3	0	3.6
CC(C)NS(=O)(=O)c1ccc(NC(=O)C(C)Oc2ccc(C(=O)c3ccccc3)cc2)cc1 (stereo not given)	-1.0	5	-0.9	-66	-4	-1.9	-18	8	-1	3.6
CC(NC(=O)c1ccc(F)cc1Cl)C1CC2CCC1C2 (stereo not given)	5.6	-3	-1.3	-11	4	-1.9	-7	-7	-4	0.7
Cc1nnc(NS(=O)(=O)c2ccc(F)cc2)s1	/	-4	/	16	-1	0.2	9	2	0	1.2
COc1cc(Br)c(C2CC(=O)Nc3cc(OC)c(OC)cc32)cc1OC (stereo not given)	/	2	/	-30	-2	-1.1	-26	-2	2	-0.9
O=C(NC(Cc1ccccc1)C(=O)O)/C(=C\c1ccc(Br)cc1)NC(=O)c1ccc(Br)o1 (stereo not given)	3.2	-2	0.8	-4	2	-0.4	-8	-2	2	2.0
O=C1NC(=O)C(c2cn(-c3ccccc3)nc2-c2ccc(F)cc2)N1 (stereo not given)	4.4	-4	3.0	12	-1	0.1	-3	-9	2	2.0
CCc1nc(Nc2ccc3c(c2)OCCO3)c2oc3ccccc3c2n1	2.6	-5	-1.3	13	3	0.7	12	-3	-6	3.7
O=C(O)/C=C/C(=O)c1ccc2c(c1)NC(=O)CO2	0.5	-3	-2.5	6	-4	-1.4	8	-8	-1	5.2
O=C(Nc1nc(-c2ccc3c(c2)OCCO3)cs1)c1ccc(S(=O)(=O)N2CCCCC2)cc1	0.8	-6	1.6	-23	/	-2.2	5	-7	-8	0.1

Given with values under each structure: entries from further up.
Sequence of screens – AddAB inh | Rtt109 HAT inh | Ecoli viability | PfHsp90 set2 | Wnt bcat act | CAL PDZ FP | PvdQ inh | Tat transport | DAGLB inh | phage Ecoli inh
> O=C(O)/C=C/C(=O)c1ccc2c(c1)NC(=O)CO2
  0.5 | -3 | -2.5 | 6 | -4 | -1.4 | 8 | -8 | -1 | 5.2
> O=C(NC(Cc1ccccc1)C(=O)O)/C(=C\c1ccc(Br)cc1)NC(=O)c1ccc(Br)o1 (stereo not given)
  3.2 | -2 | 0.8 | -4 | 2 | -0.4 | -8 | -2 | 2 | 2.0
> Cc1nnc(NS(=O)(=O)c2ccc(F)cc2)s1
  / | -4 | / | 16 | -1 | 0.2 | 9 | 2 | 0 | 1.2
> O=C1NC(=O)C(c2cn(-c3ccccc3)nc2-c2ccc(F)cc2)N1 (stereo not given)
  4.4 | -4 | 3.0 | 12 | -1 | 0.1 | -3 | -9 | 2 | 2.0
